High-throughput results from PubChem BioAssay.
CCHFV vOTU inh: CCHFV vOTU protease inhibitors, primary screen, biochemical, Pep-AMC substrate, fluorescence | 370,000 tested, 0.55% active | Crimean-Congo hemorrhagic fever virus L polyprotein viral ovarian tumor (vOTU) protease … | AID 651958, 2012 | inhibition, % at 11.5 µM; in the data active means inhibition above about 30%; further: 0% = vehicle wells with enzyme and 100% = no enzyme wells
BoNT F protease: BoNT/F light chain protease inhibitors, primary screen, biochemical, flow cytometry, MLPCN library; Botulinum neurotoxin type F light chain protease (Clostridium botulinum); inhibition, % at 10 µM; Multiplex microsphere protease cleavage assay; 360,000 tested, 0.22% active; AID 588497, 2011; in the data active means inhibition above about 35%, passing the limit was not always enough; inconclusive means no clear call, values can overlap the other calls; further: plate controls were buffer without enzyme for full effect and enzyme alone for no effect
Y pestis TopoI: Yersinia pestis topoisomerase I inhibitors, primary screen, biochemical, cleavage product accumulation, plate reader, single point; DNA topoisomerase I (Yersinia pestis CO92); Y. pestis Topo-I cleavage product accumulation; activity, % at 10 µM; 360,000 tested, 0.064% active; AID 504884, 2011; in the data active means activity above about 50%, passing the limit was not always enough; inconclusive means no clear call, values can overlap the other calls; further: inactives centre near 2
PrPC TRFRET: inhibitors of human cell surface prion protein PrPC, primary screen, cell-based, TR-FRET. Major prion protein (Homo sapiens), P04156. TR-FRET read-out. 370,000 tested, 0.43% active. inhibition, % at 13.8 µM; in the data active means inhibition above about 24%; further: 0% = median of the test wells and 100% = reference compound wells
FadD28 FP inh: inhibitors of FadD28 bisubstrate probe binding, primary screen, biochemical, fluorescence polarization, single point; inhibition, % at 12.5 µM; 360,000 tested, 0.22% active; in the data active means inhibition above about 8.5%, passing the limit was not always enough; inconclusive means no clear call, values can overlap the other calls
PfHsp40 yeast: rescue of yeast from PfHsp40 toxicity, primary screen, S. cerevisiae, ATP luminescence. S. cerevisiae expressing PfHsp40, growth rescue. AID 504582, 2011. growth rescue, % at 12.5 µM. 340,000 tested, 0.68% active; in the data active means growth rescue above about 28%, passing the limit was not always enough; inconclusive means no clear call, values can overlap the other calls;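 further: yeast W303a lacking pdr1 and pdr3 grown in galactose medium; growth measured after three days at 30 °C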
TcdB inh: TcdB glycohydrolase inhibitors, primary screen, biochemical, single point, plate reader. inhibition, % at 9.99 µM. Toxin B (Clostridioides difficile), P18177. TcdB glycohydrolase enzymatic assay. AID 652162, 2013. 350,000 tested, 0.24% active; in the data active means inhibition above about 10%
Anthrax LF prot: Bacillus anthracis LF protease inhibitors, primary screen, biochemical, multiplex microsphere, MLPCN library; multiplex microsphere protease cleavage assay; 360,000 tested, 0.12% active; inhibition, % at 10 µM; further: plate controls were buffer without enzyme for full effect and enzyme alone for no effect
BoNT A protease: BoNT/A light chain protease inhibitors, primary screen, biochemical, flow cytometry, MLPCN library; Botulinum neurotoxin type A light chain protease (Clostridium botulinum A str. ATCC 3502); multiplex microsphere protease substrate cleavage; inhibition, % at 10 µM; 360,000 tested, 0.17% active; further: plate controls were buffer without enzyme for full effect and enzyme alone for no effect
An asterisk follows results filed as active; ? = inconclusive; . = not tested or not shown. Unless noted, no stated cut-off is given here; in the data, active means inhibition above about 30%; inconclusive means no clear call, values can overlap the other calls; inactive means below that.

SMILES	CCHFV vOTU inh	BoNT F protease	Y pestis TopoI	PrPC TRFRET	FadD28 FP inh	PfHsp40 yeast	TcdB inh	Anthrax LF prot	BoNT A protease
COC(=O)c1ccc(S(=O)(=O)N2CCCN(Cc3ccccc3)CC2)n1C	8	?	15	-5	-0.1	-1.1	-0.1	-4	4.1
O=C(Oc1ccccc1)c1cccnc1Oc1ccccc1	-6	?	-14	6	-1.4	-0.1	-0.4	-7	-3.4
C/C(=N/NC(=O)CC1N=C(Cc2ccccc2)NNC1=O)c1cccnc1 (stereo not given)	-2	-2	-11	-12	-3.5	-0.8	-0.1	-2	-0.1
O=C(c1c(F)cccc1F)N1CCN(c2cccc(C(F)(F)F)c2)CC1	14	-6	19	-6	-1.9	3.1	.	4	0.4
COc1ccc(-c2cc(C(=O)NCC3CCCO3)c3cc(C)ccc3n2)cc1 (stereo not given)	-125	2	-2	-4	-1.8	-0.3	0.1	-3	0.3
c1ccc(CSc2n[nH]c(-c3ccco3)n2)cc1	1	-4	-2	6	-0.8	0.2	.	-3	0.1
Cc1cccc(N2C(=O)C3C4CC(C(Br)C4Br)C3C2=O)n1 (stereo not given)	4	9	2	-1	-1.8	-1.3	.	5	0.5
CCOc1ccc(C(=O)Nc2c(C(N)=O)oc3ccccc23)cc1	-2	-27	7	1	-0.7	0.1	.	-5	-3.9
Cc1ccc(C(=O)N2CCN(S(=O)(=O)c3ccccc3)CC2)cc1	0	-11	8	10	-0.1	-0.6	1.1	-2	-3.5
CCOC(=O)c1cc2c(ccn2C)n1CC(=O)N1CCC(C)CC1	13	0	-4	-2	-3.2	1.3	.	5	0.0
CCOCCCn1c(SCC(=O)Nc2ccc(OC)cc2)nc2ccccc2c1=O	2	8	27	15	-3.0	-0.8	-2.9	-2	2.5
COc1ccccc1NC(=O)CSc1nn2c(=O)c(C)nnc2s1	-10	1	8	1	-1.5	-1.9	-0.3	-2	1.2
CCOc1cc(C(=O)NC(C)Cc2cccs2)cc(OCC)c1OCC (stereo not given)	-9	-2	-11	-5	0.0	-1.0	-0.5	0	0.0
CC(=O)N1CCc2ccccc2C1CC(=O)O (stereo not given)	9	-4	-18	4	-2.9	-0.8	0.7	-1	-0.7
O=S(=O)(NCc1ccc(Cl)cc1)c1ccc(Cl)nc1	-1	-8	-4	-6	-2.7	1.8	.	2	-0.4

Three compounds already listed, sorted by molar mass, high to low.
SMILES	CCHFV vOTU inh	BoNT F protease	Y pestis TopoI	PrPC TRFRET	FadD28 FP inh	PfHsp40 yeast	TcdB inh	Anthrax LF prot	BoNT A protease
CCOCCCn1c(SCC(=O)Nc2ccc(OC)cc2)nc2ccccc2c1=O	2	8	27	15	-3.0	-0.8	-2.9	-2	2.5
Cc1ccc(C(=O)N2CCN(S(=O)(=O)c3ccccc3)CC2)cc1	0	-11	8	10	-0.1	-0.6	1.1	-2	-3.5
O=C(Oc1ccccc1)c1cccnc1Oc1ccccc1	-6	?	-14	6	-1.4	-0.1	-0.4	-7	-3.4

Further results follow:
SMILES	CCHFV vOTU inh	BoNT F protease	Y pestis TopoI	PrPC TRFRET	FadD28 FP inh	PfHsp40 yeast	TcdB inh	Anthrax LF prot	BoNT A protease
CN(C)S(=O)(=O)c1ccc(C(=O)OCC2CC2(Cl)Cl)cc1 (stereo not given)	-6	0	1	0	-4.1	-0.4	0.3	-1	1.3
Cc1onc(-c2ccccc2Cl)c1C(=O)N1CCN(c2ccccc2)CC1	2	2	5	-5	1.1	0.4	1.5	-4	?
CCCN(CCC)S(=O)(=O)c1ccc(NS(C)(=O)=O)cc1	-11	-6	10	-6	-1.5	0.0	.	-2	-0.4
O=c1c2ccccc2nc(-c2ccco2)n1/N=C/c1ccccc1O	10	-39	-2	-1	-1.6	-2.3	.	-3	-2.3
Cc1cc(C(=O)NC(C)C2CCCO2)c(C)o1 (stereo not given)	1	.	-4	0	-1.9	-0.2	0.7	.	.
CSc1nc2ccc(NC(=O)c3ccc(=O)n(C)n3)cc2s1	3	-2	0	1	-2.5	-0.2	1.0	1	0.2
COc1ccc(CCNCc2cccn2C)cc1OC	5	?	-2	5	-5.3	-1.9	-5.1	-8	0.7
c1ccc(CC2CCN(c3ncnc4sccc34)CC2)cc1	7	-3	33	22	-4.2	3.2	0.9	0	0.2
Cc1nnc(N/N=C/c2c(Cl)cccc2Cl)n1N	75*	-7	-11	-9	-0.9	-0.9	0.2	-2	-2.4
COCc1cccc(-c2csc(C(NC(C)=O)c3ccccc3)n2)c1 (stereo not given)	8	-2	-7	9	-4.3	.	0.0	-7	-0.3
O=C(Cc1cccs1)N1CCN(c2cccc(Cl)c2)CC1	4	16	3	2	-1.9	-0.5	1.2	4	2.6
COC(=O)[C@]1(C)N[C@H](c2ccc(-c3ccc(F)cc3)cc2)[C@@H]2C(=O)N(C)C(=O)[C@@H]21	7	2	15	1	-1.9	-0.4	0.7	-15	-0.7
Cc1ccc2c(CSc3nnc(N)s3)cc(=O)oc2c1	-1	0	5	0	-1.3	-0.5	.	3	0.7
Cc1ccc(NC(=O)CSc2nc(N)c3cc4c(nc3n2)CCCC4)cc1	5	5	12	12	-0.4	-1.4	1.6	0	1.2
COC(=O)C1=C(N)Oc2cc(C)[nH]c(=O)c2C1c1ccncc1 (stereo not given)	3	?	7	-2	-0.8	-0.8	.	-2	-1.0
O=C(Cn1ncc(N2CCOCC2)c(Br)c1=O)c1ccc(Cl)cc1	24	-3	1	2	0.2	0.2	2.2	1	-1.3

Among those listed so far, these contain bromine.
SMILES	CCHFV vOTU inh	BoNT F protease	Y pestis TopoI	PrPC TRFRET	FadD28 FP inh	PfHsp40 yeast	TcdB inh	Anthrax LF prot	BoNT A protease
Cc1cccc(N2C(=O)C3C4CC(C(Br)C4Br)C3C2=O)n1 (stereo not given)	4	9	2	-1	-1.8	-1.3	.	5	0.5
O=C(Cn1ncc(N2CCOCC2)c(Br)c1=O)c1ccc(Cl)cc1	24	-3	1	2	0.2	0.2	2.2	1	-1.3
